From PubChem BioAssay
ELG1 repair inh = blocks ELG1-dependent DNA repair in HEK293T cells; Potency, µM (doses to about 46.1 µM), for the others: top-dose activity change, negative = inhibition, most hits filed as inhibitors; AID 504467; hit rate 2.3% among 330,000; HEK293T ELG1-luciferase reporter, luminescence, 16 h; DNA damage induced by 5-fluorouridine; further: potency means the concentration at half of the fitted maximal effect; on the % scale 0 is the no-effect control and ±100 the full control effect; nearly all actives have a fitted effect of over 55% in size
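5-Fluorouridine DNA damage + compound/DMSO, 2,000 cells/well, 16 h, 37 °C/5% CO2. ONE-Glo, 30 min RT, luminescence. Readout = decrease in reporter signal.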
PKM2 activator = increases activity of human pyruvate kinase M2 | P14618 | purified PKM2, Kinase-Glo ATP luminescence, activation; response scale: 0% is enzyme alone, no compound | Potency, µM (titrated, usually from 57.5 µM), for the others: at the highest dose activation, usual class: activators | hit rate 0.34% among 260,000 | AID 1631; further: potency means the concentration at half of the fitted maximal effect; on the % scale 0 is the no-effect control and ±100 the full control effect; nearly all actives have a fitted effect of over 55% in size
Target sequence (P14618 whole entry, looked up): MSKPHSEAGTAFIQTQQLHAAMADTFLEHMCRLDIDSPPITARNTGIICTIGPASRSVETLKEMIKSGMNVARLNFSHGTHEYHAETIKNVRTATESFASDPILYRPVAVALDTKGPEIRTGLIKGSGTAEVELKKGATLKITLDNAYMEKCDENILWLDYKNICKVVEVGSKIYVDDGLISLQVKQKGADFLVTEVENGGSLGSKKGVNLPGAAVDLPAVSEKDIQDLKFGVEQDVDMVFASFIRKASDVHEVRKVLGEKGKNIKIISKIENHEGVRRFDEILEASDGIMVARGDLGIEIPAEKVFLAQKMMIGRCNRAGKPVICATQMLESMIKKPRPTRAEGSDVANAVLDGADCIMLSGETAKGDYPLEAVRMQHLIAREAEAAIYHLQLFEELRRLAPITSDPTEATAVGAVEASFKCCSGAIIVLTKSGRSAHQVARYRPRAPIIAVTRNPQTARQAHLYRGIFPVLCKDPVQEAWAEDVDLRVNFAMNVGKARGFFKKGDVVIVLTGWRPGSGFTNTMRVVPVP
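Purified hPK-M2 (>95%) run at intermediate activity with 0.1 mM ADP and 0.5 mM PEP in 50 mM imidazole pH 7.2, KCl, MgCl2; 1 h room temperature. ATP formed read by Kinase-Glo luminescence; normalized to uninhibited and no-enzyme controls.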
Gal4-VP16 FLuc = Gal4-VP16 reporter inhibition counter-screen; hit rate 3.5% among 310,000; Drosophila S2 Gal4-VP16 UAS-luciferase, luminescence, 20 h; Potency, µM (series often up to 53.6 µM), for inactives: at the top dose activity, negative = inhibition, hits mostly inhibitors;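 further: Gal4-VP16 expression switched on by copper sulfate through the metallothionein promoter; potency means the concentration at half of the fitted maximal effect; on the % scale 0 is the no-effect control and ±100 the full control effect; nearly all actives have a fitted effect of over 50% in size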
FLuc counter = counter-screen for miR-21 project: firefly luciferase inhibitors or activators; Potency, µM (highest dose often 57.5 µM), for the others: top-dose activity change, negative = inhibition, most hits filed as inhibitors; purified FLuc, Km substrates, luminescence inhibition; hit rate 6.9% among 360,000; P08659;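 further: potency means the concentration at half of the fitted maximal effect; plate controls were vehicle for no effect and reference inhibitor for full effect; nearly all actives have a fitted effect of over 55% in size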
Target sequence (P08659 whole entry, looked up): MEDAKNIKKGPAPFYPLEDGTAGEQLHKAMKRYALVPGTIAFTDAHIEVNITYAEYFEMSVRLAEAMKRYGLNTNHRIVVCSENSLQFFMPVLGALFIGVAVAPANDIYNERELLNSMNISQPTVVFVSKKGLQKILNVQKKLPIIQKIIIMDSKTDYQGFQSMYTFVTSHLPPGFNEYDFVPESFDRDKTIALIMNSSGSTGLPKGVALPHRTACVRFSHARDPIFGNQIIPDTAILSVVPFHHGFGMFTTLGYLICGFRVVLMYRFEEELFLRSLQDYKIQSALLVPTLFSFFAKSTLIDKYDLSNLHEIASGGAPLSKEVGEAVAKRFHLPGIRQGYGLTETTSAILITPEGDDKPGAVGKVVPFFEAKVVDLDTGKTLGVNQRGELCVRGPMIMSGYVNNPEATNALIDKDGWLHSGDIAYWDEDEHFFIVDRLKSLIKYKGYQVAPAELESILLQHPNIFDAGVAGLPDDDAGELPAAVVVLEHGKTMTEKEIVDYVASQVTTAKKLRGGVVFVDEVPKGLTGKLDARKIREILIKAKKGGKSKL
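Purified P. pyralis luciferase (10nM final) with 10uM D-luciferin and 10uM ATP (Km levels) in 50mM Tris acetate pH 7.5, 10mM Mg acetate, 0.01% Tween-20, 0.05% BSA; qHTS 6-point titration, ~60 µM downward; luminescence read.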
NPC1 prom act = activates the NPC1 promoter. Potency, µM (doses to about 9.22 µM), for inactives: top-dose activation, actives largely listed as activators. AID 485313. Huh7 NPC1 promoter luciferase reporter, 24 h. hit rate 2.4% among 320,000;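 further: potency means the concentration at half of the fitted maximal effect; % of control where 0% means no effect; nearly all actives have a fitted effect of over 60% in size; reporter is driven by a mutant NPC1 promoter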
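Stably transfected Huh7 (NPC1 promoter→luciferase), 1500 cells/well in Opti-MEM + 10% FBS, 2 h settle, then compound 24 h at 37 °C. Luminescence after 10 min with Amplite reagent.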
KCNH2 3.1 block = blocks the human KCNH2 3.1 channel isoform; U2OS KCNH2 3.1, thallium flux FluxOr; stronger effect = lower value; activity change, % (tested at about 1.8 µM); hit rate 0.95% among 340,000; AID 720553;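 active means maximum activity change below -70%; inconclusive means maximum activity change from -70% to -50%; inactive means maximum activity change above -50%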;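 further: thallium influx rate constant from kinetic fluorescence after stimulation buffer; on the % scale 0 is the no-effect control and ±100 the full control effect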
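Normalized rate constant (relative to positive and negative DMSO controls) derived from a 2 min kinetic fluorescence read after stimulation; U2OS cells expressing the 3.1 isoform via virus at 1.77 x 10^8 /mL.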
MBNL1-CUG inh = inhibitors of human MBNL1 binding to CUG repeat RNA; TR-FRET MBNL1-His/biotin-(CUG)12 binding, 665/545 ratio; Potency, µM (doses to about 57.5 µM), inactives show at the highest dose activity change, negative = inhibition, hits mostly inhibitors; hit rate 0.036% among 280,000; Q9NR56; active means well fitted inhibition curve with a large enough effect in the signal ratio, with a control signal flat, not every such curve was filed as active; inconclusive means small, poorly fitted or top-dose-only effect, or effect the other way, or a change in a side signal; inactive means no such curve, though single readings can be large or run the other way; the % refers to the signal ratio; further: potency means the concentration at half of the fitted maximal effect; on the % scale 0 is the no-effect control and ±100 the full control effect
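His-tagged MBNL1 binding to biotinylated (CUG)12 RNA was measured by TR-FRET using terbium anti-His antibody (0.055 ng/ul final) and streptavidin-XL665 (5 nM final). Compounds were titrated 92 nM to 58 uM; 60 min at room temperature.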
Rab9 promoter act = Rab9 promoter activation; Huh7 Rab9 promoter-luciferase reporter, luminescence, 24 h; Potency, µM (top dose mostly 9.22 µM), for inactives: at the top dose activation, negative = inhibition, hits mostly activators; hit rate 2.8% among 320,000; AID 485297; further: potency means the concentration at half of the fitted maximal effect; % of control where 0% means no effect; nearly all actives have a fitted effect of over 60% in size
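Measured in stably transfected Huh7 cells bearing a Rab9 promoter–luciferase construct: 24 h compound treatment at 37 °C, followed by luminescence detection.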
RORg inh = blocks mouse ROR gamma transcriptional activity; Drosophila S2 Gal4-RORgamma UAS-luciferase reporter, 20 h; Potency, µM (titrated, usually from 53.6 µM), for inactives: at the highest dose activity change, negative = inhibition, most hits filed as inhibitors; hit rate 5.4% among 310,000; further: potency means the concentration at half of the fitted maximal effect; on the % scale 0 is the no-effect control and ±100 the full control effect; nearly all actives have a fitted effect of over 60% in size
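Stably transfected Drosophila Schneider cells are the test system, with ROR gamma fused to Gal4 and luciferase under UAS control; luminescence is read after 20 hr of 700 uM copper sulfate induction at ambient temperature.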
Mito fusion act = mitochondrial division inhibition or fusion activation. Potency, µM (series often up to 46.1 µM), for inactives: top-dose growth rescue (activation), hits mostly activators. AID 485298. hit rate 0.23% among 320,000. S. cerevisiae fusion-defective mutant growth rescue, CellTiterGlo 48 h;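 further: potency means the concentration at half of the fitted maximal effect; % of control where 0% means no effect; nearly all actives have a fitted effect of over 45% in size; temperature-sensitive fusion mutants such as fzo1-1 at 37 °C on non-fermentable ethanol glycerol medium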
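S. cerevisiae fusion-defective temperature-sensitive mutants (e.g. fzo1-1, mgm1-5) grown 48 h at 37C in YPEG (ethanol/glycerol non-fermentable) medium with 23 nl compound per well; growth rescue read as CellTiterGlo luminescence.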
Menin-MLL TR inh = menin-MLL binding inhibition, Texas Red mutant peptide; Menin + Texas Red MLL mutant peptide, fluorescence polarization; AID 1768; hit rate 0.23% among 270,000; Potency, µM (highest dose often 61.6 µM), without a hit: top-dose FP activity change, negative = inhibition, hits mostly inhibitors; O00255; active means well fitted inhibition curve with a large enough effect in the polarisation, with a control signal flat, not every such curve was filed as active; inconclusive means small, poorly fitted or top-dose-only effect, or effect the other way, or a change in a side signal; inactive means no such curve, though single readings can be large or run the other way; the % refers to the polarisation; further: potency means the concentration at half of the fitted maximal effect; % of control where 0% means no effect; many of its hits are not listed in these tables
* marks the source's active call; other numbers are inactive results; ? = inconclusive; / = not tested or not shown; [ ] = another dose, or the depositor's remark. Unless noted, the call rests on the fitted dose curve; in most records, active means well fitted curve in the direction sought with a large enough effect; inconclusive means small, poorly fitted or top-dose-only effect, or another doubt; inactive means no such curve, though single readings can be large; an effect the other way counts as inactive or inconclusive. Only part of the results is shown, so the mix of outcomes need not match the whole.

SMILES	ELG1 repair inh	PKM2 activator	Gal4-VP16 FLuc	FLuc counter	NPC1 prom act	KCNH2 3.1 block	MBNL1-CUG inh	Rab9 promoter act	RORg inh	Mito fusion act	Menin-MLL TR inh
CC(C)n1cc(NC(=O)c2cc(-c3ccccc3)on2)cn1	?	-2%	3%	15µM*	-16%	12	-1%	-9%	20%	6%	-1%
CCCCCN1CC(O)=C(c2ccccc2)C1=N	-6%	-6%	5%	5%	0%	3	-1%	0%	-21%	-1%	-7%
O=C(O)/C=C/C(=O)N1CCc2ccccc21	-1%	-2%	-15%	?	0%	-1	-1%	-3%	-1%	-2%	-1%
Cn1c(CCN2CCCC2)nc2cc(NS(=O)(=O)c3ccccc3)ccc21	6%	/	-23%	1%	-7%	-11	-14%	1%	-26%	0%	1%
O=C(c1n[nH]c(=O)c2ccccc12)N1CCN(c2ccccc2)CC1	-6%	-1%	-2%	7%	-5%	-5	14%	5%	-10%	1%	25%
Cc1ccc(N(C(=O)C(F)(F)F)C(C(=O)NC2CCCCC2)c2cccs2)cc1 (stereo not given)	13%	17%	-16%	-1%	-8%	-8	4%	0%	-20%	3%	/
CCCCNC(=O)CNC(=O)c1cccs1	11%	-4%	5%	4%	0%	1	-1%	-4%	23%	-2%	22%
Cc1onc(-c2c(F)cccc2Cl)c1-c1nnc(-c2ccc(C(F)(F)F)cc2)o1	?	0%	?	-3%	-1%	3	-13%	9%	1%	16%	/
COc1ccc2nc(N3C(=O)CNC3=S)sc2c1	?	-44%	5.6µM*	2.4µM*	3.5µM*	-6	4%	1.3µM*	0.5µM*	8%	/
CC1=CC(C)(C)n2c(O)c(N=NC(N)=S)c3c(C)c(C)cc1c32	-2%	0%	6%	2%	10%	5	2%	1%	6%	-2%	/
Cc1ccc(NC(=S)N(CCCN2CCOCC2)Cc2ccco2)cc1Cl	0%	-4%	-20%	0%	-1%	2	-21%	-3%	?	1%	-1%
Cc1ccc(C(=O)CSc2nc(-c3ccccc3)cc(=O)[nH]2)cc1	1%	-1%	4%	-17%	4%	0	-5%	-8%	-4%	15%	19%
CC(=O)Nc1ccc(SC[C@H](Cc2ccccc2)N2CC[C@@H](C(C)(C)C)CCC2=O)cc1	0%	/	/	-2%	-6%	-97*	/	-8%	/	10%	/
O=C(CSc1nc(=O)n(CCCN2CCOCC2)c2c1CCCC2)Nc1cccc([N+](=O)[O-])c1	-27%	/	/	8%	-3%	-18	/	-5%	/	-1%	/
CCCOc1ccc(C(=O)NNC(=S)NC(=O)c2ccccc2[N+](=O)[O-])cc1	?	7%	20µM*	-9%	-4%	8	21%	8%	18µM*	-3%	?
CCC(Oc1ccccc1)C(=O)Nc1nnc(S(=O)(=O)Nc2ccccc2)s1 (stereo not given)	1%	1%	-4%	1%	-8%	-13	1%	0%	43%	2%	25%
O=S(=O)(NCCSCc1ccc(Cl)cc1Cl)c1ccc2c(c1)OCCO2	?	8%	-1%	-1%	0%	-43	0%	1%	14%	15%	15%
CC1CC(C)CN(S(=O)(=O)c2ccc3c(c2)CC(C)N3C(=O)C2CC2)C1 (stereo not given)	-21%	6%[0.46 µM]	-4%	5%	-3%	6	3%	-5%	12%	20%	0%
Cc1ccc2[nH]c(=O)c(CN(Cc3cccs3)S(=O)(=O)c3ccc4c(c3)OCCO4)cc2c1	-34%	-2%	?	0%	0%	-120*	2%	-4%	2%	-3%	-3%
Cc1ccc(NC(=O)N2CCCC2C(=O)Nc2ccc(-n3cnnn3)c(C)c2)cc1 (stereo not given)	-9%	-2%	-7%	4%	-5%	-29	?	-3%	-33%	-6%	?
Cn1c2ccccc2c2c(C(=O)N3CCN(c4ccccc4)CC3)cn(C3CCCC3)c(=O)c21	?	21%	-5%	2%	1%	-29	-15%	-2%	11%	?	-15%
O=C(Nc1cccc(F)c1)C1CC(=O)N(c2ccc(Br)cc2)C1 (stereo not given)	2%	-1%	-16%	15%	1%	-10	5%	1%	?	18%	?
Cn1cc(CN2CCCC(C(=O)c3ccc(-c4ccccc4)cc3)C2)cn1 (stereo not given)	-4%	0%	-13%	0%	-4%	5	4%	-18%	2%	-12%	-2%
O=C(CNC(=O)C1CCCCC1)OCC(=O)c1ccc(Cl)s1	0%	-5%	-7%	?	-2%	3	17%	-11%	5%	1%	1%
CCC(=O)n1nc(-c2ccco2)nc1N	0%	5%	5%	4%	-7%	-11	-5%	6%	-3%	-6%	6%
SMILES	ELG1 repair inh	PKM2 activator	Gal4-VP16 FLuc	FLuc counter	NPC1 prom act	KCNH2 3.1 block	MBNL1-CUG inh	Rab9 promoter act	RORg inh	Mito fusion act	Menin-MLL TR inh
CC(C)(C)CC(=O)Nc1cc2c3c(c1)CCN3C(=O)CC2	?	-1%[0.46 µM]	11%	-2%	2%	-12	-10%	-1%	-26%	-2%	-9%
CCCCN(C)CCNC(=O)Cn1ncc2c(=O)oc3ccc(C)cc3c21	2%	8%	8%	0%	2%	11	-1%	1%	-6%	-2%	11%
Cc1ccccc1NC(=O)C(=O)NCCCN1CCCC1=O	?	/	/	?	14%	14	/	23%	/	4%	/
COC(=O)c1cc2ccsc2n1CC(=O)Nc1cc(Cl)ccc1OC	?	6%	?	4%	-22%	-5	0%	-12%	?	10%	?
Clc1cccc(-c2nnc(-c3ccno3)o2)c1	10%	-2%	-18%	-5%	-1%	15	1%	0%	9%	4%	/
COc1cc(OC)c2c(-c3ccccc3)cc(=O)oc2c1C(CCN1CCOCC1)c1ccc(N(C)C)cc1 (stereo not given)	?	/	?	/	/	13	/	/	-44%[40.7 µM]	/	-13%
Cc1ccc(OCC(=O)Nc2cc(NC(=O)COc3ccc(C)cc3)cc(C(=O)O)c2)cc1	9%	-1%[11.5 µM]	-17%	?	2%	-3	2%	22%	-2%	1%	35%[activator]
Cc1ccccc1S(=O)(=O)c1c(C)cc(-c2ccccc2)[nH]c1=O	-14%	3%	-1%	0%	-6%	-1	-8%	-2%	0%	4%	/
CCC/C=N/Nc1nnc(Cc2ccccc2)c(=O)[nH]1	-1%	/	-7%	5%	-4%	2	5%	-1%	?	-16%	2%
O=C(CN1CCN(C2CCCCC2)CC1)Nc1ccc(Br)cc1	17%	/	6%	0%	1%	?	-12%	15%	-4%	-6%	-21%
COc1ccccc1C(CNC(=O)CSc1ccc2ccccc2c1)N(C)C (stereo not given)	-1%	-2%	2%	-1%	-3%	/	0%	-2%	-6%	-8%	/
O=C(OCC(=O)N1CCOCC1)c1cc(S(=O)(=O)N2CCOCC2)c(Cl)cc1Cl	?	/	/	5%	0%	-4	/	1%	/	1%	/
O=C(Nc1cc(Cl)ccc1N1CCOCC1)C1=COCCO1	-4%	/	/	-1%	0%	-8	/	-3%	/	8%	/
CC1CCCCC1NC(=O)CN1CCC(NC(=O)c2cccc(F)c2)CC1 (stereo not given)	12%	-6%	6%	-2%	1%	13	-8%	-3%	-18%	-5%	?
Cc1ccc(NC(=O)C2CCN(S(=O)(=O)c3cccnc3)CC2)cc1C	6%	/	11%	4%	-1%	-1	0%	0%	16%	6%	24%
Cc1[nH]c2ccccc2c1/C=N/NC(=O)CNC(=O)c1ccccc1	-20%	-5%	-6%	0%	1%	24	1%	-6%	4%	2%	/
CCCCN1C(N)=NC[C@H]1Cc1ccc(O)cc1	4%	5%	3%	0%	-3%	1	-2%	-3%	1%	2%	/
COc1ccc(NC(=O)/C=C/c2ccc(F)cc2)cn1	?	-7%	3%	11µM*	?	-2	/	?	?	2%	-8%
CCOc1ccc(C(=O)Nc2ccc3c(c2)OCCO3)cc1	?	-5%[11.5 µM]	-16%	2.1µM*	0.5µM*	3	13%	0.4µM*	?	0%	1%
O=Nc1[nH]c(=O)c(/C=C(\O)c2ccccc2)nc1NO	18%	/	-25%	?	-5%	9	?	11%	-32%	7%	?
COc1cc(C(=O)Nc2cccc(-c3nc4cc(C)ccc4o3)c2C)cc(OC)c1OC	30%	-3%	2%	0.95µM*	16%	3	142%[activator]	7%	-35%	1%	3%
O=C(CSc1nnc(Nc2ccccc2F)s1)NCc1ccco1	?	-1%	-14%	-18%	0%	10	3%	14%	12%	2%	8%
CCCCn1c(N)c(N(CCC(C)C)C(=O)c2ccccc2C)c(=O)[nH]c1=O	2%	0%	-18%	0%	-1%	-6	-5%	-4%	-12%	3%	5%
Cc1cccc(C(=O)c2ccccc2C(=O)O)c1	-24%	7%	-2%	-2%	-4%	3	-8%	-2%	-13%	-1%	/
Cc1cc(C)c(S(=O)(=O)NCCCN2CCOCC2)cc1Br	-1%	1%	10%	1%	-2%	-21	4%	-1%	-15%	1%	7%
